NPSR antagonist: antagonists of human neuropeptide S receptor cAMP signaling; Q6W5P4; CHO-NPSR cells, cAMP TR-FRET, antagonist mode; Potency, µM (doses to about 38.3 µM), without a hit: top-dose activity change, negative = inhibition, actives largely listed as inhibitors; actives 1% (n = 220,000); AID 1461; note: potency is the fitted concentration of half-maximal effect; % is set by controls: 0 for no effect and ±100 for the full control effect; nearly all actives have a fitted effect of over 50% in size; many of its hits are not listed in these tables
Target sequence (Q6W5P4 whole entry, looked up): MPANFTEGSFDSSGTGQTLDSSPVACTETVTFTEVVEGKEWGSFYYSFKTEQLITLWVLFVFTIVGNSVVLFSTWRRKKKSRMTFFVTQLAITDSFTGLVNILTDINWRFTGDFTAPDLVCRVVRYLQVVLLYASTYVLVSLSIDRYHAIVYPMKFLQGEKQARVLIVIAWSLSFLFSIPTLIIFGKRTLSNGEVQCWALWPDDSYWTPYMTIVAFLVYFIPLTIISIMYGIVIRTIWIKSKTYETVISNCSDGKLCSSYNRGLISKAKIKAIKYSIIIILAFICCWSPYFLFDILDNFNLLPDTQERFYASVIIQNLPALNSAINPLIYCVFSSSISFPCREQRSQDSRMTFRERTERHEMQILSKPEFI
Tau FP inhib: inhibitors of human tau fibril formation. P10636. K18 P301L tau heparin fibrillization, Alexa594 FP, 6 h. Potency, µM (titrated, usually from 57.7 µM), inactives show top-dose activity, negative = inhibition, actives largely listed as inhibitors. actives 0.39% (n = 280,000). AID 1468; note: potency is the fitted concentration of half-maximal effect; % is set by controls: 0 for no effect and ±100 for the full control effect; nearly all actives have a fitted effect of over 55% in size
Target sequence (P10636 561-689 P618L limits assumed): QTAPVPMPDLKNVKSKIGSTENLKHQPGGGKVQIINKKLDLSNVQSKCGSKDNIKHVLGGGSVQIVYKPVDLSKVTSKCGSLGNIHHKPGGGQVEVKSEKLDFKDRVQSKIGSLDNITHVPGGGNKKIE
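Human K18 P301L fragment (15 uM unlabeled plus 0.24 uM Alexa 594-labeled) in 100 mM sodium acetate pH 7 with compound, aggregation induced by 20 uM heparin for 6 hr at 37 C. ThT (30 uM) added for 1 hr, then Alexa 594 FP read.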
aGal spleen mod: inhibitors or activators of human alpha-galactosidase in spleen homogenate; P06280; human spleen homogenate, 4MU-alpha-Gal fluorescence, 40 min; Potency, µM (highest dose often 80 µM), inactives show top-dose activity change, negative = inhibition, usual class: inhibitors; actives 0.008% (n = 240,000); AID 2107;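 note: potency is the fitted concentration of half-maximal effect; 0% = enzyme with vehicle and -100% = no enzyme basal signal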
Target sequence (P06280 32-429 limits assumed): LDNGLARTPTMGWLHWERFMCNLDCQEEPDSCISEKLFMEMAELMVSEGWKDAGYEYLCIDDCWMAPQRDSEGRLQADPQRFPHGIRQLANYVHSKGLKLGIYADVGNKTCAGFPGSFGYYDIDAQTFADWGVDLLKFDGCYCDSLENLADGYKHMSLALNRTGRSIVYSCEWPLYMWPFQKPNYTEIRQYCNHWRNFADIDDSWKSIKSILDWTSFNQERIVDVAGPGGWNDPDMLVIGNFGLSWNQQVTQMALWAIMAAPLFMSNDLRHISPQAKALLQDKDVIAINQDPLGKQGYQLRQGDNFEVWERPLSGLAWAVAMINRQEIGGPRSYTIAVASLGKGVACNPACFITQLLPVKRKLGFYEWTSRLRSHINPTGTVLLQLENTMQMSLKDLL
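Inhibition or activation of alpha-galactosidase in human spleen homogenate is scored by 4-MU fluorescence after 40 min at 37C, pH 5.0, with 1 mM substrate. AC50s come from concentration-response fitted to the Hill equation.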
TRb SRC2 PPI: inhibitors of human thyroid hormone receptor beta-SRC2 interaction | P10828 | TRbeta-SRC2 peptide binding, fluorescence polarization; receptor liganded with 1 µM T3 | Potency, µM (top dose mostly 106 µM), for inactives: at the highest dose activity change, negative = inhibition, hits mostly inhibitors | actives 0.065% (n = 280,000) | AID 1469;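 note: potency is the fitted concentration of half-maximal effect; plate controls were bound peptide for no effect and peptide without receptor for full effect; nearly all actives have a fitted effect of over 50% in size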
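Read-out is fluorescence polarization (555 nm excitation, 632 nm emission) of a Texas Red SRC2 coactivator peptide; loss of signal reflects blocked binding to human TRb ligand-binding domain in the presence of 1 uM T3.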
Tau fluor counter: counter-screen for tau fibril formation inhibitors; tau K18 P301L (four-repeat tau fragment) Alexa594 fluorescence, heparin fibrillization; actives 0.93% (n = 280,000); AID 1463; Potency, µM (top dose mostly 57.7 µM), for the others: top-dose activity change, negative = decrease; note: potency is the fitted concentration of half-maximal effect; % is set by controls: 0 for no effect and ±100 for the full control effect; nearly all actives have a fitted effect of over 55% in size
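Human K18 P301L tau (15 uM unlabeled plus 0.24 uM Alexa 594-labeled, final) in 100 mM sodium acetate pH 7 was mixed with compound and 20 uM heparin and incubated 6 hr at 37 C.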
TexasRed fluor: counter-screen for TRb-SRC2 inhibitors: fluorescence interference. AID 1479. TRb/SRC2 Texas Red total fluorescence interference. actives 0.29% (n = 280,000). Potency, µM (top dose mostly 106 µM), without a hit: at the highest dose fluorescence change, negative = quenching; active = well fitted curve in either direction with a large enough effect; inconclusive = small, poorly fitted or top-dose-only effect; note: potency is the fitted concentration of half-maximal effect; % is set by controls: 0 for no effect and ±100 for the full control effect
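Human TRβ ligand-binding domain (0.6 uM) and Texas Red SRC2 peptide (20 nM) in Tris buffer with 1 uM T3 and 5% DMSO were incubated with pinned compound for 5 hr at ambient temperature. Total fluorescence was computed as S + 2P (555/632 nm).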
Epigenetic derep: regulators of epigenetic silencing causing reporter derepression in mouse cells; actives 0.2% (n = 280,000); Potency, µM (highest dose often 53.9 µM), inactives show at the top dose GFP activation, hits mostly activators; murine LDR cells, GFP reporter derepression, 30 h; note: potency is the fitted concentration of half-maximal effect; % of control where 0% means no effect; nearly all actives have a fitted effect of over 60% in size
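Reporter derepression read as number of fluorescent GFP-positive objects, 20-120 um in size, counted by laser-scanning cytometer. Mouse LDR line with an epigenetically silenced CMV-GFP locus; compound incubation 30 h, 37 C.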
CBFb RUNX1 block: CBF-beta/RUNX1 interaction disruption | Q01196+Q13951 | AID 1477 | 230,000 tested, under 10 active | AlphaScreen CBFb-His/RUNX1-biotin binding, biochemical | Potency, µM (series often up to 59.8 µM), without a hit: at the highest dose activity, negative = inhibition, usual class: inhibitors; note: % of control where 0% means no effect
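Inhibition was taken as any reduction in AlphaScreen signal from the CBF-beta–RUNX1 pair (His and biotin tags, 30 nM each), measured after compound (15 min) and bead (90 min) incubations at room temperature.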
Numbers without * were called inactive; & = joins results of further samples; [ ] = remark or other dose. Unless noted, calls come from the whole dose curve; as a rule, active = well fitted curve in the direction sought with a large enough effect; inconclusive = small, poorly fitted or top-dose-only effect, or another doubt; inactive = no such curve, though single readings can be large; an effect the other way counts as inactive or inconclusive.

How did COc1cc(OC)cc(C(=O)Nc2ccc(S(=O)(=O)N(C)C)cc2)c1 do in these assays?
NPSR antagonist: -9.2%[46.1 µM]; Tau FP inhib: -10.8%; aGal spleen mod: -1.7%; TRb SRC2 PPI: -2.3%; Tau fluor counter: -15.6%; TexasRed fluor: -5.1%; Epigenetic derep: 3.0%; CBFb RUNX1 block: 4.5%

What do the screens show for `CCCCN(C)CCCNC(=O)CCn1nc(-c2ccccc2)ccc1=O`?
NPSR antagonist: 0.3%[46.1 µM]; Tau FP inhib: -3.3%; aGal spleen mod: 2.8%; TRb SRC2 PPI: -13.0%; Tau fluor counter: 2.8%; TexasRed fluor: 2.5%; Epigenetic derep: -1.2%; CBFb RUNX1 block: 3.9%

What do the screens show for `COc1cc(CNCCc2c[nH]c3ccccc23)ccc1OCc1ccc(F)cc1`?
NPSR antagonist: inconclusive; Tau FP inhib: 6.8%; aGal spleen mod: -9.4%; TRb SRC2 PPI: -10.8%; Tau fluor counter: inconclusive; TexasRed fluor: -1.7%; Epigenetic derep: -0.1%; CBFb RUNX1 block: -13.3%

What do the screens show for `COc1ccc(/C=N/NC(=O)c2nc(-c3ccccc3)n(-c3ccccc3)n2)cc1OC`?
NPSR antagonist: -13.2%; Tau FP inhib: -2.9%; aGal spleen mod: 1.7%; TRb SRC2 PPI: -9.2%; Tau fluor counter: -25.4%; TexasRed fluor: inconclusive; Epigenetic derep: -1.1%; CBFb RUNX1 block: 2.2%

How did Cc1ccc2c(c1)C(=O)C(=O)N2CC(=O)OC(C)C do in these assays?
NPSR antagonist: 1.2%[46.1 µM]; Tau FP inhib: 2.3%; aGal spleen mod: 4.3%; TRb SRC2 PPI: -1.6%; Tau fluor counter: -0.2%; TexasRed fluor: -2.5%; Epigenetic derep: -1.9%; CBFb RUNX1 block: 1.5%

What do the screens show for `CCOC(=O)c1c(C)oc2c1c(CN1CCN(CCO)CC1)c(O)c1ccccc12`?
NPSR antagonist: -7.3%; Tau FP inhib: inconclusive; aGal spleen mod: -7.1%; TRb SRC2 PPI: 5.3%; Tau fluor counter: inconclusive; TexasRed fluor: -1.5%; Epigenetic derep: -5.2%; CBFb RUNX1 block: 5.4%

How did O=C(/C=C/c1ccccc1)Nc1sc2c(c1C(=O)O)CCC2 do in these assays?
NPSR antagonist: inconclusive; Tau FP inhib: -1.8%; aGal spleen mod: -1.8%; TRb SRC2 PPI: 4.3%; Tau fluor counter: inconclusive; TexasRed fluor: -5.6%; Epigenetic derep: 1.2%; CBFb RUNX1 block: -7.7%

How did CCC1=C2CC[C@H]3C(=O)N(c4ccccc4)C(=O)[C@H]3[C@H]2[C@@]2(Cc3ccccc3)C(=NCc3ccccc3)OC(=O)N2C1=O do in these assays?
Tau FP inhib: 4.1%; aGal spleen mod: -8.9%; TRb SRC2 PPI: 1.9%; Tau fluor counter: -6.4%; TexasRed fluor: -4.2%; Epigenetic derep: 1.1%; CBFb RUNX1 block: -1.6%

How did CCN(CC)CC(C)CNC(=O)CN1C(=O)CSc2ccc(S(=O)(=O)N3CCOCC3)cc21 (stereo not given) do in these assays?
NPSR antagonist: 17.0%; Tau FP inhib: -0.7%&-3.2%; aGal spleen mod: 3.4%; TRb SRC2 PPI: 4.1%&0.9%; Tau fluor counter: 10.3%&-0.3%; TexasRed fluor: -4.2%&-3.5%; Epigenetic derep: 0.9%&1.3%; CBFb RUNX1 block: 5.6%

Results for Cc1c(N)cc(C(=O)N2CCOCC2)cc1[N+](=O)[O-] ?
NPSR antagonist: 23.0%; Tau FP inhib: 3.3%; aGal spleen mod: 0.3%; TRb SRC2 PPI: -0.7%; Tau fluor counter: 2.7%; TexasRed fluor: -3.7%; Epigenetic derep: -1.6%; CBFb RUNX1 block: -7.8%

How did O=c1[nH]c2ccccc2n2c(=S)[nH]nc12 do in these assays?
NPSR antagonist: inconclusive; Tau FP inhib: -9.0%; aGal spleen mod: 10.0%; TRb SRC2 PPI: 0.9%; Tau fluor counter: -8.2%; TexasRed fluor: -4.0%; Epigenetic derep: 0.0%; CBFb RUNX1 block: 19.3%

Results for Cc1cccc(/C=C/C(=O)c2ccc(NC3=NCCCS3)cc2)c1 ?
NPSR antagonist: -55.6%; Tau FP inhib: 8.3%; aGal spleen mod: -2.3%; TRb SRC2 PPI: -3.1%; Tau fluor counter: -13.6%; TexasRed fluor: -0.8%; Epigenetic derep: 3.3%; CBFb RUNX1 block: 3.6%

2 compounds drawn at random from those above:
What do the screens show for `CCCCN(C)CCCNC(=O)CCn1nc(-c2ccccc2)ccc1=O`?
NPSR antagonist: 0.3%[46.1 µM]; Tau FP inhib: -3.3%; aGal spleen mod: 2.8%; TRb SRC2 PPI: -13.0%; Tau fluor counter: 2.8%; TexasRed fluor: 2.5%; Epigenetic derep: -1.2%; CBFb RUNX1 block: 3.9%

How did CCC1=C2CC[C@H]3C(=O)N(c4ccccc4)C(=O)[C@H]3[C@H]2[C@@]2(Cc3ccccc3)C(=NCc3ccccc3)OC(=O)N2C1=O do in these assays?
Tau FP inhib: 4.1%; aGal spleen mod: -8.9%; TRb SRC2 PPI: 1.9%; Tau fluor counter: -6.4%; TexasRed fluor: -4.2%; Epigenetic derep: 1.1%; CBFb RUNX1 block: -1.6%

(listing goes on)
What do the screens show for `COc1ccc(C(C(=O)NCc2ccccc2)N(C(=O)Cn2nnc3ccccc32)c2cccc(OC)c2)cc1` (stereo not given)?
Tau FP inhib: -5.1%; TRb SRC2 PPI: -1.7%; Tau fluor counter: 2.1%; TexasRed fluor: 7.0%; Epigenetic derep: 0.8%

Results for CC(=O)CSc1cc(-c2ccccc2)nc2ncnn12 ?
NPSR antagonist: -13.2%; Tau FP inhib: -13.5%; aGal spleen mod: -1.3%; TRb SRC2 PPI: 0.9%; Tau fluor counter: -7.3%; TexasRed fluor: 0.4%; Epigenetic derep: 0.0%; CBFb RUNX1 block: 5.6%

What do the screens show for `CCn1c(CN2CCCCC2)nc2cc(NC(=O)c3cc(OC)c(OC)c(OC)c3)ccc21`?
Tau FP inhib: 8.7%; TRb SRC2 PPI: -3.5%; Tau fluor counter: 1.3%; TexasRed fluor: 1.7%; Epigenetic derep: 1.6%

Results for CC(=O)C1=C(O)C(=O)N(c2nccs2)C1c1ccccc1F (stereo not given) ?
NPSR antagonist: -24.9%; Tau FP inhib: 3.5%; aGal spleen mod: -0.6%; TRb SRC2 PPI: -0.4%; Tau fluor counter: 8.7%; TexasRed fluor: -1.0%; Epigenetic derep: 8.6%; CBFb RUNX1 block: 11.6%

How did COc1ccc(N2C(=O)/C(=C\c3ccco3)N=C2SCC(N)=O)cc1Cl do in these assays?
NPSR antagonist: -19.8%; Tau FP inhib: -5.3%; aGal spleen mod: 5.9%; TRb SRC2 PPI: -4.2%; Tau fluor counter: -9.3%; TexasRed fluor: -1.9%; Epigenetic derep: -1.4%; CBFb RUNX1 block: -24.0%

Results for Cc1cc(C)cc(Oc2nc3c(C)cccn3c(=O)c2/C=C(\C#N)c2nc3ccccc3[nH]2)c1 ?
Tau FP inhib: 4.9%; TRb SRC2 PPI: -3.8%; Tau fluor counter: -4.8%; TexasRed fluor: inconclusive; Epigenetic derep: 7.08µM*

How did S=c1[nH]ncn1/N=C/c1ccc(Br)cc1 do in these assays?
NPSR antagonist: inconclusive; Tau FP inhib: -4.5%; aGal spleen mod: -2.4%; TRb SRC2 PPI: -9.8%; Tau fluor counter: -10.9%; TexasRed fluor: -1.3%; Epigenetic derep: 0.0%; CBFb RUNX1 block: 0.4%

How did COc1cc(OC)cc(C(=O)NCC(=O)OCC(=O)/C=C2/N(C)c3ccccc3C2(C)C)c1 do in these assays?
NPSR antagonist: 0.0%; Tau FP inhib: 6.1%; aGal spleen mod: 1.3%; TRb SRC2 PPI: -5.1%; Tau fluor counter: -21.6%; TexasRed fluor: -4.5%; Epigenetic derep: -1.1%; CBFb RUNX1 block: -1.0%

Results for Cc1ccc(-n2nc(-c3cccs3)cc2C(=O)NCC2CCCO2)c(C)c1 (stereo not given) ?
NPSR antagonist: inconclusive; Tau FP inhib: -7.6%; aGal spleen mod: 0.7%; TRb SRC2 PPI: 6.5%; Tau fluor counter: 1.7%; TexasRed fluor: 1.2%; Epigenetic derep: 2.7%; CBFb RUNX1 block: 9.4%

How did S=C(Nc1ccc(Cl)cc1)c1nc2ccccc2[nH]1 do in these assays?
NPSR antagonist: -5.7%; Tau FP inhib: 14.1%; aGal spleen mod: -19.9%; TRb SRC2 PPI: 1.3%; Tau fluor counter: -15.6%; TexasRed fluor: -0.3%; Epigenetic derep: 4.5%; CBFb RUNX1 block: inconclusive

Results for COCC(C)NC(=O)c1cc2cc(OC)ccc2[nH]1 (stereo not given) ?
NPSR antagonist: -27.4%; Tau FP inhib: 1.0%; aGal spleen mod: 1.2%; TRb SRC2 PPI: 0.9%; Tau fluor counter: -4.1%; TexasRed fluor: -1.6%; Epigenetic derep: 0.0%; CBFb RUNX1 block: -2.1%

Results for N#C/C(=C\c1ccc(F)cc1F)S(=O)(=O)c1ccccn1 ?
NPSR antagonist: -10.0%; Tau FP inhib: -3.0%; aGal spleen mod: 13.3%; TRb SRC2 PPI: 6.3%; Tau fluor counter: -3.2%; TexasRed fluor: -3.3%; Epigenetic derep: 0.0%; CBFb RUNX1 block: 7.5%

Results for Cn1nccc1C(=O)OCC(=O)Nc1nc(-c2ccccc2)cs1 ?
NPSR antagonist: -7.6%[46.1 µM]; Tau FP inhib: 12.1%; aGal spleen mod: 6.8%; TRb SRC2 PPI: 0.6%; Tau fluor counter: -14.3%; TexasRed fluor: -2.0%; Epigenetic derep: -0.2%; CBFb RUNX1 block: 2.5%

What do the screens show for `COc1ccc(NC(=O)CN(C)CC(=O)Nc2cccc(F)c2)cc1Cl`?
NPSR antagonist: -16.9%; Tau FP inhib: -11.0%; aGal spleen mod: -4.6%; TRb SRC2 PPI: 3.3%; Tau fluor counter: -21.7%; TexasRed fluor: -4.7%; Epigenetic derep: 0.2%; CBFb RUNX1 block: -7.9%

What do the screens show for `CCc1cc(CC)c(/C=N/NC(N)=O)c(CC)c1`?
NPSR antagonist: 6.6%; Tau FP inhib: 8.0%; aGal spleen mod: 0.9%; TRb SRC2 PPI: 2.8%; Tau fluor counter: -7.1%; TexasRed fluor: -0.6%; Epigenetic derep: 0.0%; CBFb RUNX1 block: -4.1%

From PubChem

A portion of the library; count on the stated rates, not on these rows.
